MT stabilizer: microtubule stabilizers in HeLa cells, primary screen, imaging, high-content imaging; HeLa tubulin immunostaining HCS, 24 h; share of cells brighter than vehicle mean+2SD; actives 0.83% (n = 200,000); AID 2205, 2009; % tubulin-high responders, % at 10 µM;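 active = plate Z-score above 3 for both tubulin-high and condensed-nucleus cell shares, with cell loss under 80%, at 10 µM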;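 also: anti alpha tubulin signal scored within the nucleus-defined area of each cell; some results filed as inactive read as strong as hits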
Yfh1-off respiration: enhancers of respiration in Yfh1-depleted yeast, dose response, Friedreich's ataxia, plus single-dose screen (AID 1465). S. cerevisiae Yfh1-off respiration, WST-1 reduction, 72 h; higher fold induction means a stronger effect. fold induction at 50 µM, or EC50 in µM where a hit was titrated. actives 0.074% (n = 220,000);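 active = fold induction of absorbance versus untreated yeast above a set limit, then at least 30% activation at any dose in follow-up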;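 also: activators that raise dye reduction in frataxin-depleted yeast; strong numbers were not always called active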
AID2073: inhibitors of Mint1-CaV2.2 protein interaction, biochemical, HTRF (AID 2073); Voltage-dependent N-type calcium channel subunit alpha-1B (Homo sapiens); HTRF protein-protein interaction, Mint1-CaV2.2; higher % means a stronger effect; one-dose inhibition, % at 20 µM; IC50 in µM for titrated hits; actives 0.19% (n = 290,000); in the data active = inhibition mostly above about 51%, no sharp cut-off; also: some results filed as inactive read as strong as hits
b-catenin transl: modulators of beta-catenin nuclear translocation, primary screen, imaging, HeLa cells, immunofluorescence, high-content | nuclear translocation activity, % at 5 µM | actives 0.3% (n = 190,000) | AID 1665, 2009;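 active = nuclear translocation activity above 50% at 5 µM, with a well cell count of 50 or more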;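 also: per-cell ratio of nuclear to cytoplasmic median beta-catenin stain intensity; plate controls were DMSO negative control for no effect and GSK-3 inhibitor IX positive control for full effect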
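Technique: fluorescence imaging of beta-catenin antibody stain plus DAPI / Material: human HeLa cell line / Incubation: compound treatment 24 h, 37°C, 5% CO2 / Read-out basis: % activation of per-cell nuclear versus cytoplasmic median beta-catenin signal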
Dynein cargo inh: inhibitors of GR-EGFP nuclear translocation, primary screen, dynein cargo transport inhibitor project, imaging, high-content, 3617.4 mouse cells | test concentration mostly 20 µM; stimulated with dexamethasone, 1 µM; stronger effect = lower value | z-score, hits read low | actives 0.47% (n = 220,000) | AID 1381, 2008;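 active = plate z-score of nuclear minus cytoplasmic receptor signal below a set negative limit, without overly bright fluorescence or cell loss, cut at about -3.5 in these data, passing the limit was not always enough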;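 also: z-score of nuclear minus cytoplasmic ring GR-EGFP intensity difference per well; some compounds called inactive have numbers as strong as hits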
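Buffer or medium: tetracycline-free induction medium containing charcoal-stripped FBS / Reagent: dexamethasone agonist, 1.0 µM final, for 30 min / Technique: automated 10x imaging of fixed Hoechst-stained cells / Times: induction 48 h, compound 1 h, agonist 30 min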
WT yeast gro inh: growth inhibition of WT strain, primary screen, mitochondrial fusion inhibitor project, WT and mutant strains, chemical genetic; actives 2.1% (n = 190,000); inhibition, % at 10 µM; mitochondrial fusion phenotypic screen; in the data active = inhibition above about 58%; tested in S. cerevisiae
Insulin prom up: insulin promoter activators in MIN6 cells, imaging, high-content screening, mouse beta cells; MIN6 insulin promoter-GFP reporter; stronger effect = higher value; z-score at 5 µM; actives 0.3% (n = 190,000); AID 1625, 2009;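 active = z-score above 3 at 5 µM with at least 500 cells counted in the well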
HIV peptide binding: inhibitors of HIV fusion peptide binding, primary screen, biochemical, uHTS, fluorescence dequenching (AID 1986); actives 0.3% (n = 290,000); inhibition, % at 20 µM, or IC50 in µM where a hit was titrated; cell-free peptide binding, fluorescence dequenching, 30 min; higher % means a stronger effect; in the data active = inhibition mostly above about 52%, no sharp cut-off; inactive = mostly below about 76%; also: some results filed as inactive read as strong as hits
Autophagy HCS: autophagy modulators in MEF cells, primary screen, imaging, high-content, MEF GFP-LC3; MEF GFP-LC3 puncta imaging; test concentration mostly 10 µM; calls only at 10 µM (by protocol); actives 0.98% (n = 190,000); AID 463193, 2010;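 active = percentage of spot-positive cells more than 3 SD above its plate mean, without a fluorescence outlier flag or 80% toxicity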;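 also: spot-positive cell cutoff set from DMSO-treated cells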
WT yeast gro inh mutant strain: second read-out of WT yeast gro inh, no call of its own (marks repeat the call); inhibition, %; mitochondrial fusion phenotypic screen, mutant strain inhibition
Dynein cargo inh cytoplasmic EGFP: further read-out of Dynein cargo inh, marked with its call; z-score; measured here: cytoplasmic GR-EGFP intensity; stronger effect = higher value
Dynein cargo inh nuclear GR-EGFP: second read-out of Dynein cargo inh, no call of its own (marks repeat the call); z-score; measured here: nuclear GR-EGFP intensity;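 lower value marks the stronger effect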
Dynein cargo inh cell count: second read-out of Dynein cargo inh, no call of its own (marks repeat the call); z-score; measured here: cell count per field
Insulin prom up cell count: recorded beside Insulin prom up, whose call it bears; cell count; measured here: cytotoxicity, nuclei count;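 total cells summed across four imaged fields per well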
b-catenin transl cell count 5 µM: recorded beside b-catenin transl, whose call it bears; cell count; measured here: cell count, cytotoxicity flag
MT stabilizer Hoechst-high %: second read-out of MT stabilizer, no call of its own (marks repeat the call); % Hoechst-high responders; measured here: nuclear condensation Hoechst responders;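 share of cells brighter than vehicle mean plus two SD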
MT stabilizer cytotoxicity %: second read-out of MT stabilizer, no call of its own (marks repeat the call); toxicity, %; measured here: cytotoxicity by cell density;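 0% = mean cell density of plate MIN control wells and 100% = no cells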
Autophagy HCS cell loss 18 h: further read-out of Autophagy HCS, marked with its call; toxicity, %; measured here: cell loss, nuclei count;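 cell loss after 18 h compound exposure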
The depositor's hits bear a star; i = inactive; x = no result given.

compound	Yfh1-off respiration	Insulin prom up cell count	Dynein cargo inh nuclear GR-EGFP	MT stabilizer cytotoxicity %	Dynein cargo inh	HIV peptide binding	Autophagy HCS	b-catenin transl cell count 5 µM	Insulin prom up	MT stabilizer	Autophagy HCS cell loss 18 h	WT yeast gro inh mutant strain	b-catenin transl	Dynein cargo inh cytoplasmic EGFP	AID2073	WT yeast gro inh	MT stabilizer Hoechst-high %	Dynein cargo inh cell count
O=S(=O)(c1ccc(Cl)s1)N1CCN(Cc2ccccc2)CC1	i	1350	0.52	4.6	0.12	-2.1%	i	1075	0.48	6.1	-1	23	-1.4	-0.036	-2%	18	2.1	-0.63
CC(=O)c1cnc(SCC(=O)O)nc1C	i	1316	-0.25	6.4	-0.31	-0.2%	i	1065	0.59	2.8	-9	0	0.0	-0.33	-4%	-14	3.4	1.1
Nc1c2c(nc3ccn(Cc4ccccc4)c(=O)c13)CCC2	i	1071	0.1	6.3	-0.56	-1.7%	i	1160	-0.98	3.4	-7	-3	0.1	-0.2	5%	13	2.6	-0.0098
CSc1nc(C)cc(C)c1C(N)=O	i	x	-0.77	3.8	-1.1	-0.8%	i	537	x	3.7	8	-11	-5.0	-0.084	0%	-15	2.8	1.5
CCOc1cc(C2NC(=O)NC(O)(C(F)(F)F)C2C(=O)c2ccc(OC)cc2)ccc1O (stereo not drawn)	i	x	0.66	3.0	0.79	-1.4%	i	756	x	1.8	3	-12	-0.5	-0.19	2%	-26	1.6	-0.7
c1ccc(-c2nc(-c3ccccn3)nc(-c3ccccn3)n2)nc1	i	844	0.15	x	-0.64	2.4%	x	1337	-1.1	x	x	x	-1.5	-0.16	5%	x	x	-0.033
O=[N+]([O-])c1cccc(-c2nc(Oc3ccc(Cl)cc3)c3ccccc3n2)c1	i	1319	0.74	0.9	1.3	7.1%	i	964	0.04	3.0	-2	-1	-0.7	-0.22	3%	-1	1.3	-0.59
COC(=O)c1sc2cnccc2c1N	i	967	0.14	3.0	-0.42	-0.1%	i	x	0.42	12	7	63	x	-0.13	37%	3	3.2	0.38
Cc1nnc2sc(SCc3ccc(Br)cc3)nn2c1=O	i	1206	0.2	5.7	-0.61	2.1%	i	1135	0.35	5.5	20	-9	-1.7	-0.25	0%	2	2.6	0.57
CN(c1ccccc1)S(=O)(=O)c1ccc(NC(=O)c2cccs2)cc1	i	1503	0.45	9.9	0.32	-0.3%	i	1050	-0.71	4.8	6	5	-1.9	-0.28	9%	8	1.8	-0.18
O=C1NC(c2cccs2)C(C(=O)c2ccccc2)C(O)(C(F)(F)F)N1 (stereo not drawn)	i	1270	-0.31	14	-0.73	-0.8%	i	957	0.64	1.1	-13	-3	-4.6	-0.21	2%	-3	2.5	0.61
O=C(c1ccco1)N1CCN(c2ncnc3c(-c4ccccc4)nsc23)CC1	i	1496	-0.0022	3.0	-0.27	1.5%	i	954	-1.1	6.2	-9	38	-2.7	-0.14	8%	20	1.4	-0.13
Cc1ccc(NC(=O)Nc2ccccc2C(N)=O)cc1	i	1336	-0.28	x	-0.44	1.0%	x	1173	0.13	x	x	x	-3.4	-0.19	16%	x	x	0.61
CCC(Sc1ccc2nnc(-c3ccc(F)cc3)n2n1)C(=O)O (stereo not drawn)	i	x	0.44	9.4	0.17	-0.1%	i	x	x	4.6	-2	-1	x	-0.2	28%	13	2.7	-0.39
O=C(c1cccc2ccccc12)C1CCCN(C(=O)CCCn2cncn2)C1 (stereo not drawn)	i	1376	-0.15	7.3	-0.57	-0.2%	i	1070	0.44	1.5	-3	-8	-0.2	-0.23	-6%	6	1.9	0.46
COC(=O)Cc1c(O)ccn(CCc2c[nH]c3ccccc23)c1=O	i	1551	0.053	7.4	0.076	1.1%	i	1053	0.21	2.9	7	5	-1.5	-0.27	1%	-17	2.0	0.09
Cc1ccc(NCc2ccc(O)c3ncccc23)cc1	i	1558	-0.038	5.0	-0.29	-3.1%	i	1555	1.3	2.8	-10	2	-0.2	-0.29	24%	-16	1.9	0.46
O=C(OC(C(=O)Nc1ccc(Cl)c(C(F)(F)F)c1)c1ccccc1)C1=COCCO1 (stereo not drawn)	i	1313	-0.81	12	-1	1.3%	i	509	-0.21	4.3	-10	17	3.9	-0.31	6%	57	3.3	1
Cc1cc(CNC(=O)CC2C(=O)NCCN2CC(c2ccccc2)c2ccccc2)on1 (stereo not drawn)	i	1505	0.87	1.5	1.8	2.4%	i	987	-0.78	3.3	14	9	-0.6	-0.077	-9%	1	1.5	-1.6
Cc1ccc(S(=O)(=O)N2CCN(C(=O)CCC(=O)N3CCc4ccccc43)CC2)cc1	i	1106	x	x	x	12%	x	1097	-0.19	x	x	1	-0.2	x	1%	11	x	x

Entries of single compounds from above. Values in the order: Yfh1-off respiration, Insulin prom up cell count, Dynein cargo inh nuclear GR-EGFP, MT stabilizer cytotoxicity %, Dynein cargo inh, HIV peptide binding, Autophagy HCS, b-catenin transl cell count 5 µM, Insulin prom up, MT stabilizer, Autophagy HCS cell loss 18 h, WT yeast gro inh mutant strain, b-catenin transl, Dynein cargo inh cytoplasmic EGFP, AID2073, WT yeast gro inh, MT stabilizer Hoechst-high %, Dynein cargo inh cell count
Listed for Nc1c2c(nc3ccn(Cc4ccccc4)c(=O)c13)CCC2 → i, 1071, 0.1, 6.3, -0.56, -1.7%, i, 1160, -0.98, 3.4, -7, -3, 0.1, -0.2, 5%, 13, 2.6, -0.0098
Listed for Cc1nnc2sc(SCc3ccc(Br)cc3)nn2c1=O → i, 1206, 0.2, 5.7, -0.61, 2.1%, i, 1135, 0.35, 5.5, 20, -9, -1.7, -0.25, 0%, 2, 2.6, 0.57
Listed for COC(=O)Cc1c(O)ccn(CCc2c[nH]c3ccccc23)c1=O → i, 1551, 0.053, 7.4, 0.076, 1.1%, i, 1053, 0.21, 2.9, 7, 5, -1.5, -0.27, 1%, -17, 2.0, 0.09

Next results follow:
compound	Yfh1-off respiration	Insulin prom up cell count	Dynein cargo inh nuclear GR-EGFP	MT stabilizer cytotoxicity %	Dynein cargo inh	HIV peptide binding	Autophagy HCS	b-catenin transl cell count 5 µM	Insulin prom up	MT stabilizer	Autophagy HCS cell loss 18 h	WT yeast gro inh mutant strain	b-catenin transl	Dynein cargo inh cytoplasmic EGFP	AID2073	WT yeast gro inh	MT stabilizer Hoechst-high %	Dynein cargo inh cell count
Cc1cc(C)nc(NS(=O)(=O)c2ccc(NC(=O)c3cccs3)cc2)n1	i	1200	0.22	7.4	-0.23	3.0%	i	1130	0.16	1.7	-1	-3	-5.3	0.0091	11%	23	1.5	-0.29
Cc1ccccc1-n1nnnc1-c1ccccc1	i	1264	0.2	4.2	0.37	1.7%	i	1022	-0.12	6.0	6	-11	-2.6	-0.29	0%	22	2.8	-0.042
O=C1COc2ccc(C(=O)COc3ccc([N+](=O)[O-])cc3)cc2N1	i	1239	-0.89	x	-1.4	0.5%	x	1304	0.32	x	x	x	0.5	-0.26	40%	x	x	1.7
COc1ccc(Cl)cc1N1CCN(CCNC(=O)Nc2ccccc2C)CC1	x	x	0.043	3.4	0.13	-1.5%	i	1043	x	3.7	-3	4	0.0	-0.27	-2%	11	2.5	1.1
CN(c1ncc(C(F)(F)F)cc1Cl)N1C(=O)c2cccc([N+](=O)[O-])c2C1=O	i	1581	-0.26	12	-0.77	1.8%	i	1121	0.16	3.9	30	-1	-4.4	0.44	-2%	0	1.3	-1.2
CCCCN(C)Cc1c(C(=O)N2CCc3ccccc3C2)nc2ccc(Cl)cn12	i	x	-0.02	7.5	-0.79	6.1%	i	992	x	1.9	0	-10	0.2	0.67	0%	8	1.5	0.53
Cc1n[nH]c(=O)n1-c1ccc(C(C)C)cc1	i	1325	0.14	11	0.3	-0.1%	i	1038	-0.62	4.3	-2	-3	-1.7	-0.35	3%	-5	1.6	-0.42
CC(C)(C)C(=O)CC1(O)C(=O)N(Cc2ccc(Cl)cc2)c2ccccc21 (stereo not drawn)	i	1625	-0.21	2.5	-0.56	0.1%	i	1343	-0.84	3.6	0	-3	0.4	-0.16	15%	-6	1.4	0.78
Cc1nn(-c2ccccc2)c(/N=C/c2ccccc2O)c1-c1ccccc1	i	1062	-0.7	8.4	-0.85	0.1%	i	951	0.37	3.5	0	3	-2.1	-0.2	15%	10	4.7	0.7
CCOC(=O)C1CSC(CC(=O)Nc2ccc(Cl)cc2)C(=O)N1 (stereo not drawn)	i	1667	-0.2	5.5	-0.24	-2.2%	i	1005	-0.03	4.2	-10	12	1.5	-0.27	-8%	1	3.0	0.76
CC1=CC(C)(C)[N+](C)=CN1c1ccccc1	i	1269	-0.53	3.6	-0.52	23%	i	x	-0.46	5.9	-5	20	x	-0.32	1%	4	2.8	0.45
CC(C)(C)C(=O)Cn1nc(Cl)nc1Cl	i	1182	-0.66	3.4	-1.2	0.2%	i	1092	1.4	1.2	-14	-22	-0.1	-0.14	4%	-8	1.7	0.62
COC(=O)C1=C(C)N(CCc2ccc(OC)cc2)C(=O)C1	i	806	-0.18	7.8	-0.91	-1.9%	i	1195	1.3	4.0	3	1	-0.9	-0.32	4%	13	2.5	0.45
O=C(OCC(=O)N1CCc2ccccc21)c1ccc[n+]([O-])c1	i	907	-0.1	6.6	-0.79	-0.7%	i	990	0.57	1.2	-6	-7	-4.0	-0.077	9%	1	1.2	0.14
O=C(c1cccs1)N1N=C(c2ccccc2)CC1c1ccccc1O (stereo not drawn)	i	1359	0.32	9.8	0.34	1.1%	i	1137	-0.32	1.7	8	30	-1.0	-0.078	14%	44	1.7	0.0026

Screening data: PubChem, several laboratories
